Screening results (PubChem BioAssay)
TDP1 block: inhibitors of human tyrosyl-DNA phosphodiesterase TDP1. Q9NUW8. recombinant TDP1, AlphaScreen DNA substrate cleavage. Potency, µM (highest dose often 130 µM), for the others: at the top dose activity change, negative = inhibition, hits mostly inhibitors. hit rate 0.28% among 350,000. AID 485290; also: nearly all actives have a fitted effect of over 40% in size
Target sequence (Q9NUW8 whole entry, looked up): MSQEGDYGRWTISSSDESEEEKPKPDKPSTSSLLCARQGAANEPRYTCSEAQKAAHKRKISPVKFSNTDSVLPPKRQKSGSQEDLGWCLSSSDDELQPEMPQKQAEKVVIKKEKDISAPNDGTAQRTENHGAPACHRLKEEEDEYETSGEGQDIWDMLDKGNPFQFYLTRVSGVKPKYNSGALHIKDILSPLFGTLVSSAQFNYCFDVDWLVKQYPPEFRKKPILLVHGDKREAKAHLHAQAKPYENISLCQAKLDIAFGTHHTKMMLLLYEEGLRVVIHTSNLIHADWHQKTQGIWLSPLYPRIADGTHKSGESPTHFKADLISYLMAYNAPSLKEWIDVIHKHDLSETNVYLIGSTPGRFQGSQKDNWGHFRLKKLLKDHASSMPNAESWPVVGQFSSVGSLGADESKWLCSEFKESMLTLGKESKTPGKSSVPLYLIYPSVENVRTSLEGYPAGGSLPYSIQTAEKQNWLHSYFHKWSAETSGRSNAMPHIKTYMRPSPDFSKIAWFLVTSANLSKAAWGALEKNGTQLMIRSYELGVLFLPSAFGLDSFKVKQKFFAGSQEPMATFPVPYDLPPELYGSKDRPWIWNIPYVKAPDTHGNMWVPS
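Compounds were preincubated with Tdp1 (1 nM final) for 15 min at room temperature before substrate (15 nM final) started a 5 min reaction; beads (10 ug/ml final) were then added for 10 min before AlphaScreen detection.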
TDP1 cell CPT: growth inhibition of DT40 Tdp1-/-;hTDP1 cells with camptothecin (screen for TDP1 inhibitors) | chicken DT40 Tdp1-/-;hTDP1 cells + 20 nM CPT, ATP luminescence, 48 h | Potency, µM (highest dose often 46.2 µM), without a hit: top-dose activity change, negative = growth inhibition, usual class: inhibitors | hit rate 12% among 420,000; also: nearly all actives have a fitted effect of over 55% in size
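Chicken DT40 Tdp1-/- cells stably complemented with human TDP1 were seeded at 400 cells/well in medium containing 20 nM camptothecin, exposed to pin-transferred compounds, and grown at 37 °C for at least 48 hr. Viability was read as ATP luminescence.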
DT40 TDP1 no CPT: qHTS for Inhibitors of human tyrosyl-DNA phosphodiesterase 1 (TDP1): qHTS in cells in absence of CPT | Potency, µM (titrated, usually from 46.2 µM), without a hit: at the highest dose activity change, negative = growth inhibition, usual class: inhibitors | AID 686978, 2013 | hit rate 15% among 420,000 | DT40 Tdp1-/- hTDP1 cells, no CPT, ATP luminescence, 48 h; also: nearly all actives have a fitted effect of over 55% in size
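Compound effects on proliferation are scored in DT40 Tdp1-/-;hTDP1 cells in the absence of CPT. ATP levels (CellTiter-Glo luminescence) are recorded after a ≥48 hr, 37 °C incubation.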
Numbers without * were called inactive; ? = inconclusive; / = not tested or not shown; & = joins results of further samples; [ ] = dose if it differs, or a comment. Calls follow the shape of the dose curve; as a rule, active = well fitted curve in the direction sought with a large enough effect; inconclusive = small, poorly fitted or top-dose-only effect, or another doubt; inactive = no such curve, though single readings can be large; an effect the other way counts as inactive or inconclusive. % is scaled to controls: 0 for no effect and ±100 for the full control effect; potency is read from the fitted curve at half-maximal effect. Outcome played no part in choosing rows; overall some 18% were active at least once.

SMILES | TDP1 block | TDP1 cell CPT | DT40 TDP1 no CPT
C[C@H]1CN([C@@H](C)CO)S(=O)(=O)c2ccc(-c3ccc(C#N)cc3)cc2O[C@H]1CN(C)C(=O)CN(C)C | / | -3% | 6%
COc1cc(/C=N/N2C(=O)c3ccccc3NC2(C)c2cccc([N+](=O)[O-])c2)cc(Br)c1O (stereo not drawn) | 7% | ? | ?
COc1ccc(C(=O)OCC(=O)c2ccc(S(=O)(=O)N3CCCCC3)cc2)c(OC)c1 | 7% | -5% | -22%
NS(=O)(=O)c1ccc(S(=O)(=O)N2CCN(c3nc(-c4ccccc4)nc4ccccc34)CC2)cc1 | 1% | ? | ?
Cc1cc(C)cc(C(=O)NC(=S)Nc2cccnc2)c1 | 4% | -1% | 0%
O=C(O)c1cccc(NC(=O)c2cc(NC(=O)c3ccccc3)cc(NC(=O)c3ccccc3)c2)c1 | 4% | 29% | 29%
CSc1ccc(S(=O)(=O)NCCSC(C)(C)C)cc1 | 4% | ? | -23%
CC(C(=O)NCC1CCCCC1)N(C)Cc1cccc(Cl)c1 (stereo not drawn) | 5% | ? | ?
c1cncc(CNc2nc(-c3cccnc3)nc3ccccc23)c1 | / | ? | 0%&-17%
Cc1csc2nc(COC(=O)c3ccc(NC(=O)C(C)Oc4ccccc4)cc3)cc(=O)n12 (stereo not drawn) | 6% | ? | ?
O=C(NC1(C(F)(F)F)NC(=O)N(CCc2ccccc2)C1=O)C1CC1 (stereo not drawn) | 5% | 0% | -17%
O=C(NC1=NN(c2ccccc2)CC1)Nc1ccccc1F | 3% | ? | ?
O=C(NC(c1ccc(F)cc1)c1ccc2ccccc2n1)C1CCN(Cc2ccc(Oc3ccccc3)cc2)CC1 (stereo not drawn) | / | ? | ?
Cc1c(NC(=O)CSc2ccc(Cl)cc2)c(=O)n(-c2ccccc2)n1C | -1% | -9% | -19%
Cc1ccc(C(NC(=O)N2CCOCC2)C(Cl)Cl)cc1F (stereo not drawn) | 1% | ? | 6%
O=C(NC(=S)Nc1ccc2[nH]ncc2c1)c1ccccc1 | 5% | ? | -19%
COC(=O)c1ccc(CSc2nc3sc(C(=O)O)c(C)c3c(=O)[nH]2)cc1 | 4% | -2% | -4%
Cc1c(Cl)cccc1N1C(=O)CC(NNC(=O)c2cccnc2)C1=O (stereo not drawn) | 6% | -8% | -5%
O=C(NC(=S)Nc1cccc(NC(=O)c2ccccc2)c1)c1cccc([N+](=O)[O-])c1 | 7% | ? | -22%
COc1ccc(N2CCN(c3ncnc4c3cnn4-c3ccc(C)cc3C)CC2)cc1 | 10% | ? | 12µM*
O=C(NCc1ccccc1Cl)C(=O)NCC1CCCN1S(=O)(=O)c1cccs1 (stereo not drawn) | -10% | -15% | -22%
ClC1(Cl)CC1CSc1ncn[nH]1 (stereo not drawn) | -1% | 11% | 13%
COc1ccc(-c2noc(CCC(=O)N3CCN(c4cc(C)ccc4C)CC3)n2)cc1 | 2% | ? | ?
COc1ccc(/C=C/C(=O)OCC(=O)c2c[nH]c3ccccc23)cc1 | 0% | -2% | 15%
COc1ccc(Cl)cc1NC(=O)NCCN1CCCCC1 | -3% | -1% | -10%
CCCc1nc2nc(C)c(NS(=O)(=O)c3ccc(C(C)(C)C)cc3)c(=O)n2[nH]1 | 7% | 3% | -1%
CCOc1ccc(CNC(=O)CCc2c(C)nn(-c3ccc(N4CCCCC4)nn3)c2C)cc1 | 5% | 26µM* | ?
O=C(CN1C(=O)C2C3C=CC(C3)C2C1=O)NCCc1ccccc1 (stereo not drawn) | -6% | 12µM* | 23µM*
O=C(COCc1ccccc1)N[C@@H]1c2ccccc2CC[C@H]1OCc1ccccc1 | -6%[56.1 µM] | ? | ?
S=C(NCc1ccc2c(c1)OCO2)NC1CC1 | 3% | 0% | -3%
COc1ccc(C(=O)Nc2ccccc2-c2nnn(CC(N)=O)n2)cc1 | / | -11% | -29%
CCC(=O)OCC(=O)[C@@]1(OC(=O)CC)[C@H](C)C[C@H]2[C@H]3[C@H]([C@@H](O)C[C@@]21C)[C@@]1(C)C=CC(=O)C=C1C[C@H]3Cl | / | -28%[21.1 µM] | -29%[21.1 µM]
CC1(C)CC(=O)C2=C(C1)Nc1ccccc1NC2c1ccccc1F (stereo not drawn) | / | -11% | 8%
Cc1ccc(C(=O)n2nc(-c3ccco3)nc2NCc2cccs2)cc1 | 9% | -1% | -22%
CN(C)S(=O)(=O)c1cccc(NC(=O)CNc2cccc(S(=O)(=O)N3CCCCC3)c2)c1 | / | ? | 21µM*
CCCC/C=C/C(NC(=O)CCc1ccccc1)c1ccccc1 (stereo not drawn) | 1%&-10% | ? | ?
Cc1[nH]c2ccccc2c1C(c1c[nH]c2ccccc12)c1c(C)[nH]c2ccccc12 | / | ? | 16µM*
COc1ccc(NC(=O)CCNC(=O)Cn2cnc3sc4c(c3c2=O)CCCC4)c(OC)c1 | 2% | 0% | ?
CCC(C)(C)NC(=O)CC(c1ccc(OC)cc1)n1cccc1 (stereo not drawn) | -2% | -18% | -23%
Cc1ccc(S(=O)(=O)N2CCC(C(=O)Nc3ccccc3N3CCCCC3)CC2)cc1 | 2% | 18µM* | ?
CC(=O)N1CCOCC1c1cc(C(=O)Nc2ccccc2)no1 (stereo not drawn) | / | -4% | -6%
COc1ccc(N2CCN(C(=O)CNC(=O)Cc3ccc(Cl)cc3)CC2)cc1 | 5% | 5.2µM* | 5.8µM*
Cc1ccc(S(=O)(=O)Nc2ccccc2C(=O)Nc2ccc(S(=O)(=O)Nc3nccc(C)n3)cc2)cc1 | 4% | -10% | -8%
Cc1ccc(-n2c(C)cc3c2CCCC3=O)cc1 | 3% | -27% | ?
CCOC(=O)[C@@](C)(N)Cc1ccc(O)c(O)c1 | / | ? | -25%[21.1 µM]
CCCNC(=O)C12CCC(C)(c3nc4cc(C)c(C)cc4nc31)C2(C)C (stereo not drawn) | 5% | 18µM* | 23µM*
CC1CCN(C(=O)COC(=O)Cc2ccc(Br)cc2)CC1 | / | 24% | 2%
O=C(c1ccccc1)N1CCCCC(Cl)C1=O (stereo not drawn) | 5% | 3% | -10%
COc1ccc(NS(=O)(=O)c2ccc3oc(=S)[nH]c3c2)cc1 | 2% | -3% | 16%
CC(C)Cc1nnc(NC(=O)CCC(=O)N2CCOCC2)s1 | 5% | -21% | -5%
Cn1c(=O)c2c(nc(SCC(=O)Nc3ccccc3F)n2Cc2ccccc2F)n(C)c1=O | 8% | -27% | 2.9µM*
C=CCC(=O)N1CCC(n2nccc2NC(=O)c2ccc3c(c2)OCO3)CC1 | / | -2% | 0%
CC(C)Cn1c(CNC(=O)c2ccccc2)nc2ccccc21 | 4% | -29% | ?
O=C(c1ccc2snnc2c1)N1CCCC1 | 0% | -3% | -11%
COc1ccccc1NC(=O)C1=C(C)Nc2nc(-c3ccccc3)nn2C1c1ccccn1 (stereo not drawn) | 1% | 9% | -2%
CCSc1nnc([C@H](C)NC(=O)OC(C)(C)C)o1 | -7% | -15% | 16%
O=C(CN1C(=O)CCS(=O)(=O)c2ccccc21)Nc1ccc(Cl)cc1 | 1% | -2% | 10%
COc1ccc(OC)c(C2C(C(=O)N3CCCCC3)=C(C)Nc3nc4ccccc4n32)c1 (stereo not drawn) | 2% | -2% | -2%
CCCn1nnc(NC(=O)/C=C/c2ccc(C(C)C)cc2)n1 | 0% | -11% | -28%
CCOc1cc(N2CCOCC2)c(OCC)cc1NC(C)C(=O)N1CCN(CC)CC1 (stereo not drawn) | 13µM* | 9% | -16%

Among those listed so far, these contain a tert-butyl group:
SMILES | TDP1 block | TDP1 cell CPT | DT40 TDP1 no CPT
CSc1ccc(S(=O)(=O)NCCSC(C)(C)C)cc1 | 4% | ? | -23%
CCCc1nc2nc(C)c(NS(=O)(=O)c3ccc(C(C)(C)C)cc3)c(=O)n2[nH]1 | 7% | 3% | -1%
CCSc1nnc([C@H](C)NC(=O)OC(C)(C)C)o1 | -7% | -15% | 16%

Later entries.
SMILES | TDP1 block | TDP1 cell CPT | DT40 TDP1 no CPT
O=C(CCS(=O)(=O)c1ccccc1)Nc1ncc([N+](=O)[O-])s1 | 7% | 8.2µM* | 10µM*
O=C1OCCN1c1ccccc1 | / | -10% | -5%
CCCOc1ccc(N2C(=O)CC(N(Cc3ccco3)C(C)=O)C2=O)cc1 (stereo not drawn) | 8% | -10% | 19%
O=C(NC1CCCCC1)C(C1CC1)n1c(=O)c(-c2ccccc2)nc2ccccc21 (stereo not drawn) | / | ? | 16µM*
O=C(NC1(C(F)(F)F)C(=O)Nc2c1c(=O)[nH]c(=O)n2Cc1ccccc1)c1ccc(Cl)cc1 (stereo not drawn) | 3% | 4% | 5%
CCOC(=O)[C@H]1[C@H]2COc3ccc(OC)cc3[C@@H]2N2C(=O)CN(Cc3ccc(F)cc3)C(=O)[C@@]12C | 1% | ? | ?
CC(NC(=O)c1cc(S(=O)(=O)N(C)C)ccc1Cl)c1ccc(-n2ccnc2)cc1 (stereo not drawn) | 4% | -2% | 13%
Cn1c(=O)c2cc3ccccc3nc2n(C)c1=O | -1% | 0% | -15%
c1ccc(Cn2c(SCc3nc4ccccc4s3)nnc2-c2ccco2)cc1 | 4% | 15µM* | ?
Cc1ccc([N+](=O)[O-])cc1S(=O)(=O)N1CCNCC1 | -1% | ? | ?
COCCNC(=O)C1Cc2c(-c3cccc(NC(C)=O)c3)ccnc2O1 (stereo not drawn) | / | ? | ?
O=C(O)C1CC=CCC1C(=O)Nc1ccc(F)c(F)c1 (stereo not drawn) | -2% | 9% | -12%

Laid out differently: entries from further up
SMILES	TDP1 block	TDP1 cell CPT	DT40 TDP1 no CPT
O=C1OCCN1c1ccccc1	/	-10%	-5%
CCCOc1ccc(N2C(=O)CC(N(Cc3ccco3)C(C)=O)C2=O)cc1 (stereo not drawn)	8%	-10%	19%
O=C(NC1CCCCC1)C(C1CC1)n1c(=O)c(-c2ccccc2)nc2ccccc21 (stereo not drawn)	/	?	16µM*
O=C(NC1(C(F)(F)F)C(=O)Nc2c1c(=O)[nH]c(=O)n2Cc1ccccc1)c1ccc(Cl)cc1 (stereo not drawn)	3%	4%	5%
CCOC(=O)[C@H]1[C@H]2COc3ccc(OC)cc3[C@@H]2N2C(=O)CN(Cc3ccc(F)cc3)C(=O)[C@@]12C	1%	?	?
CC(NC(=O)c1cc(S(=O)(=O)N(C)C)ccc1Cl)c1ccc(-n2ccnc2)cc1 (stereo not drawn)	4%	-2%	13%

Part of the list above, showing only TDP1 block:
| Molecule | TDP1 block |
| --- | --- |
| COc1ccc(N2CCN(c3ncnc4c3cnn4-c3ccc(C)cc3C)CC2)cc1 | 10% |
| O=C(NCc1ccccc1Cl)C(=O)NCC1CCCN1S(=O)(=O)c1cccs1 (stereo not drawn) | -10% |
| ClC1(Cl)CC1CSc1ncn[nH]1 (stereo not drawn) | -1% |
| COc1ccc(-c2noc(CCC(=O)N3CCN(c4cc(C)ccc4C)CC3)n2)cc1 | 2% |
| COc1ccc(/C=C/C(=O)OCC(=O)c2c[nH]c3ccccc23)cc1 | 0% |
| COc1ccc(Cl)cc1NC(=O)NCCN1CCCCC1 | -3% |
| CCCc1nc2nc(C)c(NS(=O)(=O)c3ccc(C(C)(C)C)cc3)c(=O)n2[nH]1 | 7% |
